Screening data: PubChem, Broad Institute
TcdB GH inh – TcdB glycohydrolase inhibition; P18177; TcdB glycohydrolase enzymatic assay, plate reader; inhibition, % at 9.99 µM; 0.24% of 350,000 active; in the data active = inhibition above about 10%
Target sequence (P18177 whole entry, looked up): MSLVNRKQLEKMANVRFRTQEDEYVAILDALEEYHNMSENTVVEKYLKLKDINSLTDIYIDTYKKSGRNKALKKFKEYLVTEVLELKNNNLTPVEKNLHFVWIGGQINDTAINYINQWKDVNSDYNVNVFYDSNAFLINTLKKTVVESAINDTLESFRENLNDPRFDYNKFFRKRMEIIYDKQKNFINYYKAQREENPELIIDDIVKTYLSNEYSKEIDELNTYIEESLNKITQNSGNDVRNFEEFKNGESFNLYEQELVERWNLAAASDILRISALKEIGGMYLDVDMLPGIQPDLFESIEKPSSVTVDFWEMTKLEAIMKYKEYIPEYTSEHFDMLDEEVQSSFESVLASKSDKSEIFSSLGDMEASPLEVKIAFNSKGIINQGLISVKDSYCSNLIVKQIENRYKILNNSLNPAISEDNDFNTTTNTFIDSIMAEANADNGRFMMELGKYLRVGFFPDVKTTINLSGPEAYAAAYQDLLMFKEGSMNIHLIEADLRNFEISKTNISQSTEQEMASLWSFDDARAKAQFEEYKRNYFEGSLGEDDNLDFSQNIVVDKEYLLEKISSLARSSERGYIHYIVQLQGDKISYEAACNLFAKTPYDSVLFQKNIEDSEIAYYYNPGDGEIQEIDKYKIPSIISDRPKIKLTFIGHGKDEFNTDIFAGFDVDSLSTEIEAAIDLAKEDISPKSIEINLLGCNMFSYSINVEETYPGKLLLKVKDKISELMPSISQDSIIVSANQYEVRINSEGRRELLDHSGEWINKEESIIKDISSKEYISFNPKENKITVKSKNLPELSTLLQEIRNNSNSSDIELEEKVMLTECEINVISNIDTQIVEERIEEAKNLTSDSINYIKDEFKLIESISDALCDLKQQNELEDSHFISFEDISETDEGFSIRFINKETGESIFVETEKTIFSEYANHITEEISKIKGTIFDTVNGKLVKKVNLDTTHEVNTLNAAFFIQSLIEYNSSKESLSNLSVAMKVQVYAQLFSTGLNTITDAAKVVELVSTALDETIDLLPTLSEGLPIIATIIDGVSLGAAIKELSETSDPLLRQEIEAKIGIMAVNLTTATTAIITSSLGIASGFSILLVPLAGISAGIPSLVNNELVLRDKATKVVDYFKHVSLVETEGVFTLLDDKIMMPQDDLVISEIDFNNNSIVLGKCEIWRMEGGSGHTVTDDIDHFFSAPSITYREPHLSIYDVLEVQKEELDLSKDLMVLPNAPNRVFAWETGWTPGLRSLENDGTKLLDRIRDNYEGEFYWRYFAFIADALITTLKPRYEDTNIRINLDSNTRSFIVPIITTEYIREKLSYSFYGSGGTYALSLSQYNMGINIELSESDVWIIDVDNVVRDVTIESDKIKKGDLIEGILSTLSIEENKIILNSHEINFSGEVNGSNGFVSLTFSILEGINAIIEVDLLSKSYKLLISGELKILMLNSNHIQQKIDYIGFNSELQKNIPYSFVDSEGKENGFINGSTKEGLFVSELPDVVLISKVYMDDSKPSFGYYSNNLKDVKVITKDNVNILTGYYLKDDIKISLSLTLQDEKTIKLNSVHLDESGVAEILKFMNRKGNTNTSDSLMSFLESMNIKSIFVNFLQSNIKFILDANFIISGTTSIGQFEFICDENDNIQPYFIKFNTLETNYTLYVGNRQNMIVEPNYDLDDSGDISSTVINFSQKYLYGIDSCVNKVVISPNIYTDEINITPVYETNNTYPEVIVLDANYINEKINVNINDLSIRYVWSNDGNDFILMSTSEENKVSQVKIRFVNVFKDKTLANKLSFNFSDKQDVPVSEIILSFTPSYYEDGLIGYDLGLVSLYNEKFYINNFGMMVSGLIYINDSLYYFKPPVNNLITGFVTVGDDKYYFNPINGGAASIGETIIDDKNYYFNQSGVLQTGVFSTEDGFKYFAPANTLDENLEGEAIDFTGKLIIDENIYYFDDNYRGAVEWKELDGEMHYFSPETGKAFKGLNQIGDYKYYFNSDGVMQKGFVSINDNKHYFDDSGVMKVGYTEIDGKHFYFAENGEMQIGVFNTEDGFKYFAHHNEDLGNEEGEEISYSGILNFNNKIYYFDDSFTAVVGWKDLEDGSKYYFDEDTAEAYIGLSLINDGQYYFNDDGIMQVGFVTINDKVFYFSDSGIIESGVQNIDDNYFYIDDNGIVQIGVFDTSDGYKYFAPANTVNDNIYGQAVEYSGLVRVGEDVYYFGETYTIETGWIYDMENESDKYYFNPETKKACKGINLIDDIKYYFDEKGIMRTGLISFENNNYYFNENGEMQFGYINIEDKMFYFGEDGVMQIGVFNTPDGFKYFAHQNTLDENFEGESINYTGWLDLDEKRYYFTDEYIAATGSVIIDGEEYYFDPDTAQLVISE
Starred values were filed as active, the others as inactive.

Compound	TcdB GH inh
CC(C)NC(=O)N(C)C[C@H]1Oc2cc(C#CCN(C)C)ccc2S(=O)(=O)N([C@H](C)CO)C[C@H]1C	0.5
C[C@H](CO)N1C[C@H](C)[C@H](CN(C)Cc2ccc(Oc3ccccc3)cc2)Oc2ccc(NS(=O)(=O)c3ccc(F)cc3)cc2CC1=O	0.0
COc1ccc(NC(=O)Nc2ccc3c(c2)CC(=O)N([C@@H](C)CO)C[C@H](C)[C@H](CN(C)S(=O)(=O)c2ccc(F)cc2)O3)cc1	-1.0
CNC(=O)C[C@H]1CC[C@H]2[C@@H](COc3ccc(NC(=O)Nc4ccc(F)c(F)c4)cc3C(=O)N2C)O1	-3.6
COc1ccc(-c2cnc3c(c2)C(=O)N([C@H](C)CO)C[C@H](C)[C@@H](CN(C)C(=O)Cc2ccncc2)O3)cc1	-0.9
CC(=O)Nc1ccc2c(c1)C(=O)N(C)[C@H]1CC[C@@H](CC(=O)NCc3ccc(Cl)cc3)O[C@@H]1CO2	0.6
COc1ccccc1CNC(=O)C[C@H]1C[C@H]2c3cc(NC(=O)CN(C)C)ccc3O[C@H]2[C@@H](CO)O1	0.2
O=C(C[C@H]1CC[C@H]2[C@@H](COC[C@@H](O)CN2S(=O)(=O)c2cccc(Cl)c2)O1)NC1CCC1	-6.8
C[C@@H]1CN([C@@H](C)CO)C(=O)c2cc(C#CC3CCCC3)cnc2O[C@H]1CN(C)C(=O)C1CC1	0.3
CC(C)NC(=O)NCC[C@H]1CC[C@@H](NS(=O)(=O)c2ccc(-c3ccccc3)cc2)[C@@H](CO)O1	-1.0
C[C@@H]1CN([C@H](C)CO)C(=O)c2cc(NC(=O)Nc3ccccc3)ccc2O[C@@H]1CN(C)Cc1ccccc1	-0.1
CN1C(=O)c2cc(NC(=O)c3ccc(F)c(F)c3)ccc2OC[C@H]2O[C@@H](CC(=O)N[C@H]3CCN(Cc4ccccc4)C3)CC[C@@H]21	0.0
C[C@H]1CN([C@@H](C)CO)C(=O)c2cc(NS(=O)(=O)c3ccc(F)cc3)ccc2O[C@@H]1CN(C)Cc1ccc(Oc2ccccc2)cc1	0.5
CO[C@@H]1CN(C)C(=O)c2ccc(NC(=O)c3cccc(F)c3)cc2OC[C@H](C)NC[C@H]1C	-0.1
C[C@@H](NC(=O)C[C@H]1C=C[C@H](NC(=O)C2CCOCC2)[C@@H](CO)O1)c1ccccc1	1.0
CN1c2ccc(-c3cccc(F)c3)cc2[C@@H]2[C@@H](CCN2C(=O)C2CCC2)[C@@H]1CO	1.2
C[C@@H]1CN([C@@H](C)CO)C(=O)Cc2cc(N(C)C)ccc2O[C@@H]1CN(C)C(=O)Nc1cccc2ccccc12	-5.2
CO[C@H]1CN(C)C(=O)c2cc(NC(=O)C3CCC3)ccc2OC[C@H](C)N(C(=O)NC(C)C)C[C@@H]1C	-0.9
O=C(c1ccccc1F)N1CC(=O)N2[C@H](C1)[C@@H](c1ccc(C#Cc3ccccc3)cc1)[C@@H]2CO	-1.3
O=C(c1ccc(F)cc1)N1CC(=O)N2[C@H](C1)[C@H](c1ccc(C#CC3CCCC3)cc1)[C@@H]2CO	1.0
C[C@H](O)C#Cc1ccc2c(c1)O[C@@H](CN(C)C(=O)C1CC1)[C@@H](C)CN([C@@H](C)CO)S2(=O)=O	-4.2
C[C@H]1CCCCO[C@@H](CN(C)Cc2ccccc2)[C@@H](C)CN([C@@H](C)CO)C(=O)c2cc(N(C)C)ccc2O1	-19.3
Cc1noc(C)c1S(=O)(=O)Nc1ccc2c(c1)C(=O)N([C@@H](C)CO)C[C@@H](C)[C@H](CN(C)C(=O)Nc1cccc3ccccc13)OCCCC[C@H](C)O2	-1.1
Cc1ccc(S(=O)(=O)N(C)C[C@@H]2Oc3c(NC(=O)NC4CCCCC4)cccc3C(=O)N([C@@H](C)CO)C[C@H]2C)cc1	0.3
Cc1cccc(S(=O)(=O)N2CC[C@@H]3[C@H]2c2cc(-c4ccc(C#N)cc4)ccc2N(C)[C@H]3CO)c1	-1.0
CO[C@@H]1CN(C)C(=O)c2cc(NC(=O)C3CCC3)ccc2OC[C@H](C)NC[C@@H]1C	-0.5
C[C@@H]1CN([C@H](C)CO)C(=O)c2cc(NS(=O)(=O)c3cccs3)ccc2O[C@@H](C)CCCCO[C@@H]1CN(C)C(=O)CCCN(C)C	-0.2
COc1ccc(CN(C)C[C@H]2Oc3ccc(NC(=O)NC4CCCCC4)cc3CC(=O)N([C@@H](C)CO)C[C@H]2C)cc1	-1.3
O=C(CC1CC1)N[C@@H]1CC[C@@H](CCNS(=O)(=O)c2ccc(Cl)cc2)O[C@H]1CO	-1.2
C[C@H](CO)N1C[C@H](C)[C@H](CN(C)Cc2ccccn2)Oc2ncc(C#CC(C)(C)O)cc2C1=O	-0.4
Cc1ccc(S(=O)(=O)N[C@H]2CC[C@H](CCNS(=O)(=O)Cc3ccccc3)O[C@@H]2CO)cc1	-0.5
CN1[C@@H]2c3ccc(-c4cncnc4)c(=O)n3C[C@@H]2[C@@H](CO)[C@@H]1C(=O)NC1Cc2ccccc2C1	1.0
CO[C@@H]1CN(C)C(=O)c2ccc(NS(=O)(=O)c3ccc(Cl)cc3)cc2OC[C@@H](C)N(C(=O)NC(C)C)C[C@@H]1C	0.2
O=C(Nc1ccc(F)cc1)N[C@H]1CC[C@@H](CC(=O)N2CCOCC2)O[C@H]1CO	0.3
Cc1ccc(S(=O)(=O)Nc2ccc3c(c2)CC(=O)N([C@H](C)CO)C[C@@H](C)[C@@H](CN(C)CC2CC2)O3)cc1	-0.5
COc1ccc2c3c(n(C)c2c1)[C@@H](CO)N(C(=O)Nc1ccc(F)cc1)CC31CN(C(=O)c2cccnc2)C1	-0.5
Cc1noc(C)c1NC(=O)Nc1ccc2c(c1)C(=O)N([C@H](C)CO)C[C@@H](C)[C@H](CN(C)C(=O)Nc1ccc(F)cc1)OCCCC[C@@H](C)O2	-1.1
O=C(Cc1cccnc1)N1CCCCN2[C@@H](CO)[C@H](c3ccc(/C=C/c4ccccc4)cc3)[C@@H]2C1	-0.3
O=C(O)[C@@H]1[C@@H](CO)[C@@H]2Cn3c(ccc(C4=CCCCC4)c3=O)[C@H]1N2C(=O)Cc1ccccn1	-2.7
C[C@@H]1CN([C@@H](C)CO)C(=O)c2c(c3ccccc3n2C)-c2ccccc2CO[C@@H]1CN(C)S(=O)(=O)c1ccc(Cl)cc1	-4.7
CN1OC[C@@H]2CN3C4(C[C@@H]21)c1ccccc1C3(c1ccccc1)c1ccccc14	0.7
COc1ccc(NC(=O)N(C)C[C@H]2Oc3ccc(NC(=O)CCCCCC(=O)Nc4ccccc4N)cc3C(=O)N([C@@H](C)CO)C[C@H]2C)cc1	-0.7
COc1ccc(C2CC(=O)C(c3ccc(C(N)=O)cc3)=CN2Cc2ccccc2)cc1 (configuration not stated)	1.7
N#C[C@H]1[C@@H](c2ccc(C#Cc3ccccc3F)cc2)[C@@H](CO)N1C(=O)C1CCCCC1	1.6
COc1ccc(S(=O)(=O)N(C)C[C@H]2Oc3c(cccc3N(C)C)C(=O)N([C@@H](C)CO)C[C@H]2C)cc1	-1.0
C[C@H]1CN([C@@H](C)CO)C(=O)c2cc(NC(=O)Cc3cn(C)c4ccccc34)ccc2O[C@@H]1CN(C)Cc1ccc(C(F)(F)F)cc1	-0.5
C[C@H](CO)N1C[C@H](C)[C@@H](CN(C)Cc2ccc(C(=O)O)cc2)Oc2ccc(NC(=O)Cc3cn(C)c4ccccc34)cc2C1=O	0.1
CO[C@H]1CN(C)C(=O)c2cc(NS(=O)(=O)c3ccc(C)cc3)ccc2OC[C@@H](C)N(C)C[C@@H]1C	0.7
C[C@H](CO)N1C[C@H](C)[C@H](CN(C)C(=O)C2CCOCC2)Oc2ncc(C#CCc3ccccc3)cc2C1=O	1.4
C[C@@H]1CN([C@H](C)CO)C(=O)Cc2cc(NC(=O)C3CC3)ccc2O[C@H]1CN(C)Cc1ccc(Oc2ccccc2)cc1	0.2
COc1ccc(CN2CC3(CN(C(=O)Cc4ccncc4)C3)c3c([nH]c4cc(OC)ccc34)[C@@H]2CO)cc1	0.1
CN(C)C(=O)c1cccc(-c2ccc3c(c2)[C@@H]2[C@@H](CCN2C(=O)C2CC2)[C@H](CO)N3)c1	-6.8
C[C@@H]1CN([C@@H](C)CO)S(=O)(=O)c2ccc(C#CCC3CCCC3)cc2O[C@H]1CN(C)C(=O)c1ccccn1	0.3
C[C@H](CO)N1C[C@H](C)[C@@H](CN(C)C(=O)CCCN(C)C)OCCCC[C@H](C)Oc2ccc(NS(C)(=O)=O)cc2C1=O	-1.3
C[C@H](O)C#Cc1ccc2c(c1)O[C@@H](CN(C)C(=O)CN(C)C)[C@H](C)CN([C@H](C)CO)S2(=O)=O	-0.8
O=C(C1CCOCC1)N1CC[C@@H]2[C@@H](CO)Nc3ccc(-c4cccc(F)c4)cc3[C@@H]21	2.9
CCCN1CCC2(CC1)CN(Cc1ccc3c(c1)OCO3)[C@H](CO)c1[nH]c3cc(OC)ccc3c12	-5.4
O=C(C[C@@H]1C=C[C@@H](NC(=O)C2CC2)[C@H](CO)O1)NC1CCC1	0.2
C[C@H]1CN([C@@H](C)CO)S(=O)(=O)c2ccc(C#Cc3ccccc3)cc2O[C@@H]1CN(C)C(=O)Nc1ccc2c(c1)OCO2	-1.4
O=C(N[C@@H]1CC[C@@H](CCNC(=O)C2CCOCC2)O[C@H]1CO)c1ccccn1	0.3

Following part.
Compound	TcdB GH inh
CC(=O)C[C@@H]1OC[C@H](CO)N1S(=O)(=O)c1ccc(C)cc1	-0.4
O=c1[nH]cnc2nn(C3OC(CO)C(O)C3O)nc12 (configuration not stated)	0.8
C[C@@H]1CN([C@@H](C)CO)C(=O)c2cc(NC(=O)Cc3cn(C)c4ccccc34)ccc2O[C@H]1CN(C)C(=O)Nc1ccc(C(F)(F)F)cc1	-2.4
CCC(=O)N1[C@H](CO)[C@H](c2ccccc2)[C@@H]1CNC(=O)CN1CCOCC1	-1.1
C[C@H]1CN([C@@H](C)CO)C(=O)c2cccc(NC(=O)Nc3ccccc3)c2O[C@@H]1CN(C)C(=O)Nc1cccc2ccccc12	0.2
CCN1[C@@H]2c3ccc(-c4cccc(F)c4)c(=O)n3C[C@@H]2[C@@H](CO)[C@@H]1C(=O)N[C@@H](C)c1ccccc1	2.1
O=C(C[C@H]1CC[C@@H]2[C@H](COC[C@H](O)CN2Cc2ccc(Oc3ccccc3)cc2)O1)N1CCCCC1	-0.6
Cc1cccc(S(=O)(=O)N2C[C@H]3[C@@H](c4ccccc42)[C@@H](CO)N3C(=O)C2CC2)c1	0.1
CCCC#Cc1ccc2c(c1)O[C@H](CN(C)C(=O)Nc1ccc(OC)cc1)[C@H](C)CN([C@H](C)CO)S2(=O)=O	-1.2
CCCN1C[C@H](C)[C@H](OC)CN(C)C(=O)c2cc(NC(=O)CC(F)(F)F)ccc2OC[C@@H]1C	1.7
CC(C)C#Cc1cnc2c(c1)C(=O)N([C@H](C)CO)C[C@H](C)[C@H](CN(C)Cc1cccc(F)c1)O2	0.7
CCCN1C[C@H](C)[C@@H](OC)CN(C)C(=O)c2ccc(NC(=O)Nc3ccccc3F)cc2OC[C@H]1C	0.3
C[C@H]1CN([C@@H](C)CO)S(=O)(=O)c2ccc(C#Cc3ccc(F)cc3)cc2O[C@H]1CN(C)C	0.9
COC(=O)C1(C(=O)OC)C[C@H](c2cccs2)N(Cc2ccccc2OC)[C@@H]1c1ccc(F)cc1	1.7
O=C(O)C[C@H]1CC[C@H](NC(=O)Nc2cc(F)ccc2F)[C@H](CO)O1	-0.5
C[C@H](CO)N1C[C@H](C)[C@H](CN(C)Cc2ccncc2)Oc2ncc(-c3cccc(C#N)c3)cc2C1=O	-1.1
COc1ccccc1C(=O)Nc1ccc2c(c1)C(=O)N(C)[C@@H]1CC[C@@H](CC(=O)NCc3ccc(Cl)c(Cl)c3)O[C@@H]1CO2	0.6
O=C(C1CCCCC1)N1CC2(C1)[C@H](c1ccccc1)[C@H](CO)N2C(=O)c1cccnc1	-0.1
C[C@H](CO)N1C[C@H](C)[C@H](CN(C)C(=O)c2cccc(F)c2)Oc2ncc(C#CCN(C)C)cc2C1=O	1.3
O=C(C[C@@H]1C=C[C@H](NC(=O)C2CCC2)[C@@H](CO)O1)NC1CCC1	0.6
O=C(C[C@H]1CC[C@@H](NC(=O)NC2CCCC2)[C@@H](CO)O1)NCc1ccc(F)cc1	-0.2
COCC(=O)Nc1ccc2c(c1)OC[C@H](C)N(Cc1ccccc1)C[C@H](C)[C@@H](OC)CN(C)C2=O	-0.4
O=C(C[C@H]1C=C[C@H](NC(=O)NC2CCCC2)[C@@H](CO)O1)NCc1ccc(F)cc1	-0.7

A portion taken from the entries so far, for reference:
Compound	TcdB GH inh
O=C(C[C@@H]1C=C[C@H](NC(=O)C2CCC2)[C@@H](CO)O1)NC1CCC1	0.6
O=C(C[C@H]1CC[C@@H](NC(=O)NC2CCCC2)[C@@H](CO)O1)NCc1ccc(F)cc1	-0.2
COCC(=O)Nc1ccc2c(c1)OC[C@H](C)N(Cc1ccccc1)C[C@H](C)[C@@H](OC)CN(C)C2=O	-0.4

Quoted at random: 4 records from the list
Compound	TcdB GH inh
C[C@H]1CN([C@@H](C)CO)S(=O)(=O)c2ccc(C#Cc3ccc(F)cc3)cc2O[C@H]1CN(C)C	0.9
COCC(=O)Nc1ccc2c(c1)OC[C@H](C)N(Cc1ccccc1)C[C@H](C)[C@@H](OC)CN(C)C2=O	-0.4
O=C(C[C@@H]1C=C[C@H](NC(=O)C2CCC2)[C@@H](CO)O1)NC1CCC1	0.6
O=C(C[C@H]1CC[C@@H](NC(=O)NC2CCCC2)[C@@H](CO)O1)NCc1ccc(F)cc1	-0.2

Some of the compounds tested (hit frequency here may not be typical).
